LYP inhibition – PTPN22 lymphoid phosphatase activity blockers – biochemical, fluorescence intensity, uHTS (AID 1779); recombinant LYP phosphatase, fluorescence intensity; higher % means a stronger effect; inhibition, % at 11.5 µM, or IC50 in µM where a hit was titrated; actives 0.054% (n = 290,000); in the data active = inhibition above about 50%;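 also: plate controls were vehicle with enzyme for no effect and no enzyme for full effect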
HIV fusion peptide – cell-free HIV fusion peptide-binding blockers – biochemical, uHTS, fluorescence dequenching, primary screen (AID 1986) | cell-free peptide binding, fluorescence dequenching, 30 min; higher % means a stronger effect | inhibition, % at 20 µM; hits with a dose series show IC50 in µM | actives 0.3% (n = 290,000); in the data active = inhibition mostly above about 52%, no sharp cut-off; inactive = mostly below about 76%; also: some results filed as inactive read as strong as hits
XIAP displacement – small molecules displacing peptide from XIAP – biochemical, IAP family, fluorescence polarization (AID 1018); XIAP BIR domain, fluorescence polarization peptide displacement; higher % means a stronger effect; one-dose displacement, % at 20 µM; IC50 in µM for titrated hits; actives 0.007% (n = 200,000); in the data active = displacement above about 50%; also: a part of the inactive calls stands beside numbers as strong as those of hits
Dengue-2 NS5 capping – Dengue-2 NS5 methyltransferase inhibitors, primary screen, biochemical, confirmation dose response (AID 588689); actives 0.3% (n = 340,000); Dengue-2 NS5 methyltransferase capping enzyme assay, biochemical; higher % means a stronger effect; inhibition, % at 25 µM, or IC50 in µM where a hit was titrated; in the data active = a potency from the dose series; inconclusive = inhibition above about 29% without an active follow-up result
Rac1 GTP hydrolysis – MgcRacGAP GTPase-activating activity inhibitors, confirmation, biochemical, ADP Hunter fluorescence | inhibition, % at 30 µM; hits with a dose series show IC50 in µM | AID 624330 | MgcRacGAP-stimulated Rac1 GTP hydrolysis, ADP Hunter fluorescence; higher % means a stronger effect; GST-tagged Rac1 F28L mutant substrate | actives 0.6% (n = 340,000);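 active = first-screen hits whose inhibition reached a set limit at any dose in the follow-up dose series; inconclusive = inhibition above the set first-screen limit but never retested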;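 also: fluorescence reports GDP produced by GAP-driven GTP hydrolysis; strong numbers were not always called active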
Siah-1 displacement – blockers of Siah-1 interaction with plectin peptide – biochemical, fluorescence polarization, rhodamine-plectin, uHTS, primary screen (AID 1817); Siah-1 / rhodamine-plectin peptide fluorescence polarization; higher % means a stronger effect; one-dose displacement, % at 20 µM; IC50 in µM for titrated hits; actives 0.02% (n = 290,000);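 active = displacement of at least 50% at 20 µM, with a fluorescence ratio check between 0.3 and a set limit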;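 also: plate controls were Siah plus tracer with DMSO for no effect and tracer alone without Siah for full effect; strong numbers were not always called active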
RSV CPE inhibition – RSV antiviral activity via CPE protection, HEp-2 cells, primary 10 µM value included (AID 2391); HEp-2 cells, RSV-induced CPE inhibition; higher % means a stronger effect; CPE inhibition, % at 10 µM, or IC50 in µM where a hit was titrated; actives 0.13% (n = 310,000); in the data active = a potency from the dose series; inconclusive = CPE inhibition mostly from about 23% at the one dose, without a potency; inactive = the rest, 99 in 100 with CPE inhibition below about 21%; also: strong numbers were not always called active
AID2073 – inhibitors of Mint1-CaV2.2 protein interaction, biochemical, HTRF (AID 2073) | HTRF protein-protein interaction, Mint1-CaV2.2; higher % means a stronger effect | one-dose inhibition, % at 20 µM; IC50 in µM for titrated hits | actives 0.19% (n = 290,000); in the data active = inhibition mostly above about 51%, no sharp cut-off; inconclusive = no clear call, values can overlap the other calls; inactive = mostly below about 53%; also: some results filed as inactive read as strong as hits
SV40 large T antigen – TAg ATPase/helicase activity blockers – biochemical (AID 1903); SV40 large T antigen ATPase/helicase inhibition assay; higher % means a stronger effect; one-dose inhibition, % at 20 µM; IC50 in µM for titrated hits; actives 0.39% (n = 310,000); in the data active = a potency from the dose series; inconclusive = inhibition mostly from about 32% at the one dose, without a potency; inactive = the rest, 99 in 100 with inhibition below about 32%; also: strong numbers were not always called active
Starred values were filed as active, the others as inactive; ? = inconclusive; / = no result given.

molecule,Rac1 GTP hydrolysis,RSV CPE inhibition,XIAP displacement,HIV fusion peptide,LYP inhibition,Siah-1 displacement,AID2073,SV40 large T antigen,Dengue-2 NS5 capping
COc1ccccc1CNC(=O)C1CCN(Cc2nc(-c3cccc(Cl)c3)oc2C)CC1,10%,20%,-4.0%,-3.0%,-10%,0%,5%,10%,3%
COCCN(CCOC)C(=O)c1ccc(NS(=O)(=O)c2ccc3[nH]c(=O)[nH]c3c2)cc1,9%,1.0%,/,-0.1%,-6%,-1%,-1%,-7%,-8%
C/C(CC(=O)Nc1c(C)cc(C)cc1C)=N\NC(=O)Cc1ccccc1,-3%,0.7%,/,-0.1%,-4%,0%,6%,27%,-5%
Cc1ccc(NC(=O)C(=O)NCC2CCCO2)cc1 (configuration not stated),1%,0.3%,0.3%,-0.9%,-7%,-1%,15%,6%,-5%
Cc1ccc(N2C(=O)C3C(C(=O)c4ccccc4)=NN(c4ccccc4)C3C2=O)cc1 (configuration not stated),2%,2.5%,-4.3%,6.0%,7%,-1%,18%,10%,3%
Cn1c(=O)c2c(SCC(=O)Nc3ccccc3F)nc(C3CC3)nc2n(C)c1=O,5%,6.7%,/,1.2%,-8%,2%,9%,26%,-3%
COc1ccccc1N1CCN(C(=O)c2cc(-c3ccc4c(c3)OCO4)on2)CC1,12%,0.1%,6.0%,5.6%,-1%,-5%,5%,-4%,-4%
O=C(NCc1ccc2c(c1)OCO2)c1ccccn1,3%,0.3%,-4.4%,-0.5%,-5%,13%,-5%,-1%,-9%
N#Cc1c2n(c3c(=S)nc[nH]c13)CCCCC2,5%,0.4%,-5.9%,-1.6%,-6%,-4%,-36%,-11%,-3%
CC/C(=N\NC(=O)c1c[nH]c2ccccc12)c1cccs1,-5%,7.2%,-7.9%,-0.3%,-9%,-6%,-8%,2%,-7%
O=c1cc(-c2ccc(O)cc2)oc2cc(O)cc(O)c12,14%,-1.3%,/,/,/,/,/,5%,2%
Cc1ccc(NC2=NCC(=O)N2CCc2ccccc2)cc1C,2%,0.0%,-6.5%,-0.2%,3%,-1%,3%,10%,3%
Cc1cc2nc(-c3cccnc3SCC(=O)NCc3ccco3)[nH]c2cc1C,17%,-1.7%,/,/,/,/,/,18%,3%
Cc1ccccc1Nc1nc(Nc2ccccc2C)nc(SC2=NCCS2)n1,-5%,11%,0.1%,-1.1%,1%,-2%,-1%,0%,-2%
COCCOc1cc(N2C(=O)CSCC2=O)c(Cl)cc1Cl,4%,2.4%,-1.7%,0.8%,-7%,2%,-6%,5%,-4%
C=CCn1c(CCNC(=O)c2ccccc2F)nnc1SCc1nc2ccccc2c(=O)[nH]1,0%,0.7%,-5.5%,38%,-8%,-2%,8%,21%,4%
COC(=O)Cc1ccc(NC(=S)NC2CC2)cc1,3%,0.8%,/,-0.1%,-2%,2%,-3%,7%,-2%
S=c1[nH]nc(-c2ccn[nH]2)n1-c1ccccc1Cl,6%,0.8%,/,-1.1%,-6%,-2%,-17%,22%,4%
CCOC(=O)C1CCN(C(=O)CSc2ccccc2Cl)CC1,3%,-2.3%,-1.5%,-1.3%,-3%,0%,-6%,-4%,1%
Cc1cc(F)ccc1S(=O)(=O)Nc1nc2ccccc2nc1Cl,4%,3.1%,/,9.5%,-1%,6%,-1%,11%,-12%
O=C(NCC1CCCO1)c1cc(-c2ccccc2F)no1 (configuration not stated),11%,1.6%,/,1.6%,-12%,16%,-2%,9%,7%
CC(C)Cn1c(=S)[nH]c2cc(Cl)ccc21,5%,1.6%,-2.7%,-0.6%,2%,0%,4%,3%,-4%
Cn1c(N)c(C(=O)COC(=O)CSc2ccc(Cl)cc2)c(=O)n(C)c1=O,-3%,0.1%,-12%,0.5%,-4%,0%,0%,11%,-7%
COc1ccc(NC(=O)/C(Cl)=C(/Cl)S(=O)(=O)Cc2ccccc2)cn1,26%,/,-5.6%,45%,2%,-3%,-53%,26%,-46%
Cc1c(-c2ccc(F)cc2)[n+](=O)c2c(n1[O-])CCCCC2,3%,1.7%,-1.1%,2.5%,-5%,-2%,3%,9%,4%
CCC1(COC(=O)Nc2cccc(Cl)c2)COC1,2%,2.2%,1.4%,0.1%,-8%,1%,2%,8%,1%
O=C(CSc1nnc(CNC(=O)c2cccs2)o1)Nc1cccc(F)c1,16%,-1.0%,/,-0.5%,-5%,4%,-8%,4%,2%
CC(=O)N1CCOc2ccc(S(=O)(=O)N3CCC(C(=O)Nc4cc(C)ccc4C)CC3)cc21,9%,1.2%,/,1.5%,-10%,9%,13%,9%,-14%
Cc1ccn2cc(-c3cccc(NC(=O)CCC(=O)O)c3)nc2c1,8%,-1.1%,/,1.5%,-7%,1%,8%,2%,-6%
CC(C)(CO)NCc1cccs1,-34%,1.2%,-2.2%,0.2%,-4%,-3%,3%,/,9%
O=C(NCCCN1CCOCC1)c1ccc2c(c1)N(Cc1cccc(F)c1)C(=O)c1ccccc1S2,6%,1.4%,/,2.8%,-9%,-2%,20%,20%,6%
CCc1nnc(NS(=O)(=O)c2ccc(NC(=O)COc3ccc4ccccc4c3)cc2)s1,9%,-0.7%,18%,57%,-2%,0%,2%,11%,3%
COc1ccc2oc(C(=O)OCC(=O)N3CC(C)OC(C)C3)c(C)c2c1 (configuration not stated),7%,2.6%,/,-0.3%,-3%,3%,45%,8%,-1%
O=C(Nc1cccnc1Cl)c1cc(-c2ccc(Br)cc2)on1,5%,-0.2%,/,-0.7%,-10%,-1%,25%,-1%,-6%
CC1CCCCN1C(=O)COC(=O)C1CCN(S(=O)(=O)c2ccc3c(c2)OCCO3)CC1 (configuration not stated),2%,-2.0%,/,/,/,/,/,11%,-10%
CCCCN(CCCNC(=O)C1CCN(S(=O)(=O)N2CCOCC2)CC1)Cc1ccccc1,18%,/,-0.5%,2.8%,1%,0%,-9%,-4%,-4%
CCOc1ccccc1NC(=O)CN(C)S(=O)(=O)c1ccc2[nH]c(=O)oc2c1,5%,6.6%,/,-0.9%,-9%,-4%,15%,10%,1%
CCCn1nc(C(=O)NCC(C)(C)N2CCOCC2)c2ccccc2c1=O,16%,4.7%,-0.1%,-1.9%,-3%,2%,-3%,0%,2%
COc1ccc(C(=O)Nc2ccc3[nH]c(-c4cccc(OC)c4)cc(=O)c3c2)cc1,2%,3.6%,-4.7%,2.4%,-8%,7%,46%,9%,-2%
COc1ccc(C(=O)NNC(=O)COc2ccc(Cl)cc2)c(OC)c1,8%,1.2%,/,7.7%,-9%,-3%,9%,-12%,-3%
Cc1cc(C)n(C(=O)c2ccc(NC(=O)C3CC3)cc2)n1,2%,1.7%,-4.4%,2.1%,0%,3%,-1%,1%,-6%
O=C(CNC(=O)c1ccccc1)NCC(=O)OCC(=O)c1ccc(F)cc1,6%,1.5%,-6.2%,-0.6%,-5%,3%,0%,2%,5%
Cc1ccc(C(=O)Nc2cccc(-c3ccc(N4CCOCC4)nn3)c2)cc1C,4%,-1.4%,/,/,/,/,/,22%,-3%
Cc1cccc(C)c1NC(=O)CN(C)C(=O)c1cccc(S(=O)(=O)N2CCN(c3ccccc3)CC2)c1,3%,2.6%,/,0.8%,-5%,-2%,-3%,0%,-7%
Cc1cccc(N(C)S(=O)(=O)c2ccc3c(c2)CCC(=O)N3)c1,-7%,-0.8%,-7.0%,4.9%,-11%,-8%,-2%,19%,-7%
Cc1ccc(-n2ncc3c2CCCC3NC(=O)c2csnn2)cc1C (configuration not stated),-12%,18%,/,-0.1%,-3%,0%,12%,11%,2%
CC1CC(C)(C)NC(=S)N1CCCC(=O)N1CCN(c2ccc(F)cc2)CC1 (configuration not stated),3%,0.8%,-3.0%,1.8%,-5%,-3%,-6%,8%,2%
O=C(NC1CCCC1)C(c1cccnc1)N(C(=O)c1csnn1)c1ccccc1Cl (configuration not stated),4%,1.4%,/,1.9%,-9%,5%,1%,4%,-9%
Cn1c(=O)[nH]c(=O)c2c1[nH]c(=S)n2Cc1ccccc1,27µM*,0.4%,/,2.9%,-6%,15%,-27%,30%,-8%
O=C(Cn1c(=O)n(-c2ccc(F)cc2)c(=O)c2sccc21)c1ccccc1,5%,1.8%,-30%,-1.7%,-7%,-7%,4%,22%,-10%
N#CC1=C(SCc2ccccc2Cl)NC(=O)C(C(N)=O)C1 (configuration not stated),1%,2.4%,-1.1%,0.3%,-9%,-1%,4%,-1%,1%
O=C(OCCN1C(=O)CCC1=O)c1ccc(S(=O)(=O)N2CCCCC2)cc1,12%,1.1%,-3.6%,-1.7%,-4%,3%,1%,1%,/
CCCN(CC(=O)Nc1cccc(S(N)(=O)=O)c1)CC(=O)Nc1ccc(F)c(F)c1F,12%,3.0%,/,1.0%,0%,3%,5%,17%,-3%
CC1CCCC(C)N1C(=O)C1CC(c2ccc(F)cc2)=NO1 (configuration not stated),3%,1.0%,-4.4%,-0.5%,-5%,3%,0%,5%,-2%
CN1C(C)(C)c2ccccc2OS1(=O)=O,2%,1.4%,/,-1.8%,-9%,1%,12%,-36%,-1%
COc1ccc(Nc2nc(N)nc(CN3CCc4ccccc4C3)n2)cc1,-17%,18%,2.7%,0.3%,-7%,4%,44%,-2%,-9%
Cc1ccc(CNC(=O)CS(=O)(=O)Cc2nc(-c3ccccc3F)oc2C)cc1,-1%,3.4%,/,2.9%,-5%,-2%,8%,13%,-6%
Cc1ccc(NC(=S)NCC2CCN(C(C)c3ccccc3)C2)cc1C (configuration not stated),0%,-3.5%,-3.2%,1.2%,-5%,-5%,-8%,29%,-5%
COc1ccc(C(=O)OCCN2C(=O)c3ccccc3C2=O)cc1,5%,6.6%,-3.5%,13%,-4%,1%,10%,17%,-5%
CCCOc1ccc(/C=N/NC(=O)CSCc2ccc([N+](=O)[O-])cc2)cc1OCC,7%,7.0%,-7.7%,2.4%,1%,-2%,?,15%,-2%

Compound activity from PubChem.
